sEH inh – blocks human soluble epoxide hydrolase activity; P34913; recombinant human sEH enzymatic activity assay; inhibition, % at 2 µM; actives 0.34% (n = 91,000); AID 707; in the data active = inhibition above about 80%; note: values of inactives mirror those of a sister screen read the other way; many of its hits are not listed in these tables
Target sequence (P34913 whole entry, looked up): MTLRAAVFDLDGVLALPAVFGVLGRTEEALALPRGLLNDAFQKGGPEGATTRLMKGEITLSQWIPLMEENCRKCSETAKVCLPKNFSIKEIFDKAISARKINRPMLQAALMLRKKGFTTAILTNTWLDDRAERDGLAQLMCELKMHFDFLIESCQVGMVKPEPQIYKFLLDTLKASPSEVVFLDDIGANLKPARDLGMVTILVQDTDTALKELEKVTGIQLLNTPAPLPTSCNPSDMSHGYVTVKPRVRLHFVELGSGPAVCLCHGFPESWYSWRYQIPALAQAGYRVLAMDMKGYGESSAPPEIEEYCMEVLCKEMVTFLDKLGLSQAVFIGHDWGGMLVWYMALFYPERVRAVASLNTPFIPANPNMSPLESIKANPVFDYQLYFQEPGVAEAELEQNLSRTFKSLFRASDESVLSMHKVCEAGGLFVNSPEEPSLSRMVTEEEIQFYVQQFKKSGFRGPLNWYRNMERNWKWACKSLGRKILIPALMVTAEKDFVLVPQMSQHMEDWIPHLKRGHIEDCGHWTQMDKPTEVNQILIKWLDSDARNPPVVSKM
CYP2C19 inh – blocks human cytochrome P450 2C19; AID 778; inhibition, % at 5 µM; CYP2C19 Supersomes, luciferin-H EGE luminescence, 30 min; P33261; actives 21% (n = 96,000);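 active = CYP2C19 inhibition above a set limit at 5 µM in the primary screen, cut at about 50% in these data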;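 note: plate controls were negative control wells for no effect and 2.5 mM tranylcypromine positive control for full effect; values of inactives mirror those of a sister screen read the other way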
hDAT+cocaine – modulates human dopamine transporter uptake under cocaine | Q01959 | LLC-PK1 hDAT cells, [14C]-dopamine uptake with cocaine IC80; actives deviate in either direction | B-score at 10 µM | actives 1.3% (n = 110,000) | AID 449768;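 active = Z score or B-score, a plate-position-corrected score, falls beyond the plate's 99.7% confidence bounds, in either direction; inactive = both scores lie inside the 99.7% bounds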;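 note: scored against the spread of the other compound wells on the same plate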
CYP2C19 activ – activators of human cytochrome P450 2C19. P33261. activation factor at 5 µM. AID 1025. 96,000 tested, under 10 active. recombinant CYP2C19, luciferin-H EGE luminescence; stronger effect = higher value; 0 = fully inhibited enzyme, 1 = untreated enzyme;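 active = activation factor of at least 2 at 5 µM in the primary screen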;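 note: 0 = wells with 2.5 mM tranylcypromine and 1 = vehicle-only wells; values of inactives mirror those of a sister screen read the other way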
PostGolgi yeast – growth inhibition of a yeast mutant, post-Golgi transport screen. post-Golgi transport phenotypic cell assay. inhibition, % at 10 µM. actives 0.9% (n = 98,000). AID 739;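 note: yeast cells grown in 1536-well plates; yeast grown about 18 h at 30C before absorbance read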
S1P2 antag – blocks the human S1P2 receptor | actives 0.21% (n = 97,000) | AID 736 | O95136 | cell-based S1P2 antagonist assay, inhibition at 5 uM | inhibition, % at 5 µM; in the data active = inhibition above about 45%;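 note: CRE beta-lactamase reporter cells expressing human S1P2 stimulated with S1P; 0% = agonist at EC80 alone and 100% = agonist plus reference antagonist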
Target sequence (O95136 whole entry, looked up): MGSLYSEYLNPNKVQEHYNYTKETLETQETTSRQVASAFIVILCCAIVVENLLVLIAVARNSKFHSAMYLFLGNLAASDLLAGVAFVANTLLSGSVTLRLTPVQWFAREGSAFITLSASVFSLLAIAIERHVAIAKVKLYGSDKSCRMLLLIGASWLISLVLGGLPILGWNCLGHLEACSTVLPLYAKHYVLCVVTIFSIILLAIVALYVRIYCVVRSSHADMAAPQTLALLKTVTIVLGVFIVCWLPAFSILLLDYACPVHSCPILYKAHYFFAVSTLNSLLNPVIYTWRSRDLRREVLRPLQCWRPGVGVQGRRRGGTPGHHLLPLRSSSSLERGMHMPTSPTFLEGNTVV
S1P2 ag – agonists of human S1P2 receptor. O95136. S1P2-expressing cell line, agonist reporter read-out. activation, % at 4.5 µM. actives 0.46% (n = 97,000). AID 729; in the data active = activation above about 16%;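 note: 0% = vehicle low control and 100% = maximal reference agonist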
sEH activator – soluble epoxide hydrolase (human) activation. actives 0.04% (n = 91,000). purified human sEH enzymatic activity, activator screen. P34913. activation, % at 2 µM; in the data active = activation above about 37%; note: values of inactives mirror those of a sister screen read the other way
PostGolgi ctrl – inhibits growth of the yeast control strain; efflux-deficient yeast background strain, growth absorbance A615, 16 h; inhibition, % at 10 µM; actives 5% (n = 98,000); AID 738
* marks the source's active call; other numbers are inactive results; . = no result given; & = joins results of further samples. Cut-off read from the data, not from the text of the source, unless noted: active = inhibition above about 30%; inactive = the rest.

#1 O=C(NCc1ccccc1)C(c1cccs1)N(Cc1cccs1)C(=O)c1cnccn1 (centres undefined)
#2 O=C(CN(Cc1ccccc1)C(=O)CCC(=O)Nc1nccs1)NCc1ccco1
#3 O=C(O)CCSCCC(=O)O
#4 FC(F)(F)c1cccc(CNc2ncccc2-c2nc3cc(Cl)ccc3o2)c1
#5 COc1ccc(C(CNC(=O)c2ccccc2C)N2CCCC2)cc1 (centres undefined)
#6 CCOC(=O)c1sc2nc(N3CCOCC3)c3c(c2c1N)CCCC3

assay / compound	1	2	3	4	5	6
sEH inh	0	.	.	-7	0	-5
CYP2C19 inh	40	61*	-19	21	22	2
hDAT+cocaine	0.35	-0.25	-0.49	-0.46	-0.028	0.34
CYP2C19 activ	0.6	0.4	1.2	0.8	0.8	1
PostGolgi yeast	-7	-9	33*	2	-21	7
S1P2 antag	12	.	.	-1	-19	16
S1P2 ag	-3	.	.	2	1	1
sEH activator	2	.	.	7	-1	8
PostGolgi ctrl	4	6	7	15	27	15

#7 Cc1cnc(C(=O)Nc2nnc(C(C)C)s2)cn1
#8 Cc1noc2ncnc(Oc3ccccc3)c12
#9 O=C(COc1ccc(Cl)cc1)NCCC1=CCCCC1
#10 Cc1cccc(N(CC(=O)N2CCOCC2)S(C)(=O)=O)c1
#11 CN(C(=O)CSc1nc(C2CC2)nc2ccccc12)c1nc(-c2ccccc2)cs1
#12 COc1ccc(CCNC(=O)c2nc3ncccn3n2)cc1OC

assay / compound	7	8	9	10	11	12
sEH inh	-4	7	14	-15	4	0
CYP2C19 inh	-1	76*	27	3	12	5
hDAT+cocaine	0.43	1.2	0.52	-0.082	-0.027	0.13
CYP2C19 activ	1	0.2	0.7	1	0.9	1
PostGolgi yeast	-2	4	7	-7	-3	-11
S1P2 antag	-8	24	-13	2	2	10
S1P2 ag	-7	-6	-5	-8	-1	-1
sEH activator	7	-5	-12	15	-4	3
PostGolgi ctrl	9	2	19	4	3	2

#13 CC1(C)S/C(=N/N=C/c2cccs2)NC1=O
#14 CC(C)C1C(C#N)=C(N)Oc2n[nH]c(-c3ccc4ccccc4c3)c21 (centres undefined)
#15 N#Cc1sc2nc3c(c(-c4ccco4)c2c1N)CCCC3
#16 COC(=O)c1ccc(Cc2ccc(C(=O)OC)o2)o1
#17 Cc1ccc(C)c(N2CCN(c3nc4ccccc4c(=O)n3Cc3ccccc3)CC2)c1
#18 COc1ccccc1C(=O)Nn1c(C2CCC2)nc2ccccc2c1=O

assay / compound	13	14	15	16	17	18
sEH inh	5	-6	-13	.	3	-6
CYP2C19 inh	-5	6	6	20	19	54*
hDAT+cocaine	-0.5	-0.085	0.37	0.61	-1.2	-0.077
CYP2C19 activ	1	0.9	0.9	0.8	0.8	0.5
PostGolgi yeast	-3	-3	-2	8	-6	-2
S1P2 antag	14	-17	-10	-6	3	26
S1P2 ag	-9	-3	-1	-3	-3	-4
sEH activator	-4	4	11	.	-4	5
PostGolgi ctrl	3	8	9	36*	8	4

#19 CCN(CC)c1ccc(SS(=O)(=O)O)cc1
#20 COC(=O)c1ccc(CSc2nc3scc(-c4cccs4)c3c(=O)[nH]2)o1
#21 O=C(c1ccccc1)N1CCN(C2CC3CCC2C3)CC1 (centres undefined)
#22 NCCOc1ccccc1Cc1ccccc1
#23 CC(C)CCN1C(=O)c2ccccc2C1C(=O)NCc1cccnc1 (centres undefined)
#24 Cc1noc(C)c1CSc1nnc(C)c(=O)[nH]1

assay / compound	19	20	21	22	23	24
sEH inh	5&-6	4	.	4	4	-13
CYP2C19 inh	-12&12	24	82*	32	62*	.
hDAT+cocaine	0.28&0.09	1.3	-1.2	-0.63	-0.56	-1.7
CYP2C19 activ	1.1&0.9	0.8	0.2	0.7	0.4	.
PostGolgi yeast	1&-5	7	-2	9	6	-4
S1P2 antag	6&-17	11	14	-11	-1	11
S1P2 ag	-5&-6	-3	-5	-4	-5	-5
sEH activator	-5&7	-5	.	-6	-7	10
PostGolgi ctrl	-4&0	14	20	-7	-3	0

#25 Cc1cc(/C=C2\SC(=Nc3ccccc3)NC2=O)c(C)n1-c1ccc(S(N)(=O)=O)cc1
#26 O=C(CSc1nc(C2CC2)nc2ccccc12)Nc1ccc2c(c1)OCCO2
#27 CCOc1c(OC)ccc2c3c(c(=O)oc12)CCCC3
#28 Clc1ccc(Oc2cnns2)c(Cl)c1
#29 O=C(/C=C/c1ccccc1)CC(O)(c1ccccc1)C(F)(F)C(F)F (centres undefined)
#30 O=C(c1c(F)c(F)c(F)c(F)c1F)N1CCc2ccccc21

assay / compound	25	26	27	28	29	30
sEH inh	0	70	2	11	-10	-1
CYP2C19 inh	19	20	76*	39	46	.
hDAT+cocaine	0.12	0.16	0.27	-0.39	1	0.13
CYP2C19 activ	0.8	0.8	0.2	0.6	0.5	.
PostGolgi yeast	-2	-9	2	-5	8	.
S1P2 antag	9	-37	-27	1	-3	-15
S1P2 ag	-5	-1	-1	-4	-1	0
sEH activator	1	-70	-2	-8	6	1
PostGolgi ctrl	8	0	18	15	66*	.

#31 O=C1CSc2ccccc2N1Cc1ccccc1F
#32 CCOC(=O)N1CCC(NC(=O)CCc2c(C)nc3c(c(C)nn3C(C)(C)C)c2C)CC1
#33 CCCCC(=O)Nc1ccc(C(=O)Nc2ccc(S(=O)(=O)N3CCCC3)cc2)cc1
#34 CCC(=O)Nc1cccc(NC(=S)NC(=O)Cc2ccccc2)c1
#35 N/C(Cc1ccc(Cl)c(Cl)c1)=N\OC(=O)c1cccs1
#36 Cn1ccnc1Sc1nc2ccccc2nc1NS(=O)(=O)c1ccccc1

assay / compound	31	32	33	34	35	36
sEH inh	-20	56	11	8	-1	.
CYP2C19 inh	37	64*	29	20	38	-3
hDAT+cocaine	0.053	1.3	0.68	0.035	0.85	0.038
CYP2C19 activ	0.6	0.4	0.7	0.8	0.6	1
PostGolgi yeast	-6	8	-1	5	19	-1
S1P2 antag	6	5	-1	1	13	.
S1P2 ag	-8	-7	-5	-5	-6	.
sEH activator	19	-56	-13	-7	-1	.
PostGolgi ctrl	6	18	16	3	79*	0

#37 COC(=O)C(NC(C)=O)(Nc1nc2ccc(S(C)(=O)=O)cc2s1)C(F)(F)F (centres undefined)
#38 Cc1ccc(C2c3c(oc4ccccc4c3=O)C(=O)N2c2nnc(C)s2)o1 (centres undefined)
#39 O=C(Oc1cccc2c(=O)[nH]ccc12)c1ccccc1
#40 CCCc1cc(N2CCN(c3ccccn3)CC2)n2nc(C)c(-c3ccccc3)c2n1
#41 CN1CCCc2cc(C#N)c(=O)[nH]c21
#42 CCc1cccc(NC2c3ccccc3C(=O)N2c2ccc(C)cn2)c1 (centres undefined)

assay / compound	37	38	39	40	41	42
sEH inh	.	-9	1	.	-26	13
CYP2C19 inh	2	.	38	19	11	85*
hDAT+cocaine	0.029	.	1.8	-0.59	0.08	-1.2
CYP2C19 activ	1	.	0.6	0.8	0.9	0.2
PostGolgi yeast	-4	.	4	4	5	1
S1P2 antag	.	6	9	-12	15	0
S1P2 ag	.	0	-4	-3	-4	-4
sEH activator	.	5	-2	.	25	-13
PostGolgi ctrl	3	.	6	28	7	24

#43 O=C(N/N=C/c1cc([N+](=O)[O-])ccc1N1CCNCC1)c1ccc([N+](=O)[O-])cc1
#44 C=CCc1cccc(Cl)c1OCCON1C(=O)CCC1=O
#45 CCOc1ccc(Nc2c3c(nc4ncnn24)CC(C)CC3)cc1 (centres undefined)
#46 COc1ccc(NC(=O)c2cc(Cl)ccc2NC(=O)c2ccco2)c(OC)c1
#47 Cc1ccc(C(=O)Nc2ccc3c(c2)CCC3)o1
#48 CSc1nc(C)c2c(n1)N(c1ccc(C(C)C)cc1)CC2

assay / compound	43	44	45	46	47	48
sEH inh	-9	-3	8	-10	.	-9
CYP2C19 inh	6	55*	52*	73*	78*	-5
hDAT+cocaine	0.071	0.0039	0.63	-0.089	1.4	.
CYP2C19 activ	0.9	0.4	0.5	0.3	0.2	1
PostGolgi yeast	-7	0	-2	20	-8	-7
S1P2 antag	-3	-9	-3	-38	.	20
S1P2 ag	-6	0	-7	-4	.	-3
sEH activator	6	5	-7	12	.	10
PostGolgi ctrl	4	8	9	13	-2	17

In the list so far, these contain a cyano group.
#14 CC(C)C1C(C#N)=C(N)Oc2n[nH]c(-c3ccc4ccccc4c3)c21 (centres undefined)
#15 N#Cc1sc2nc3c(c(-c4ccco4)c2c1N)CCCC3
#41 CN1CCCc2cc(C#N)c(=O)[nH]c21

assay / compound	14	15	41
sEH inh	-6	-13	-26
CYP2C19 inh	6	6	11
hDAT+cocaine	-0.085	0.37	0.08
CYP2C19 activ	0.9	0.9	0.9
PostGolgi yeast	-3	-2	5
S1P2 antag	-17	-10	15
S1P2 ag	-3	-1	-4
sEH activator	4	11	25
PostGolgi ctrl	8	9	7

Continued.
#49 O=C(OCc1nc2ccccc2s1)c1cnccn1
#50 COCCCN=C(c1ccco1)n1c(=S)nc(-c2ccco2)n(CCCOC)c1=S
#51 COc1ccc2c(c1)c1nnc(SC)nc1n2C
#52 CC(OC(=O)CCCc1nc2ccccc2s1)C(N)=O (centres undefined)
#53 Cc1ccc(-c2nnc3c(C(F)(F)F)nc4ccccc4n23)cc1
#54 FC(F)(F)c1cc(C(F)(F)F)c2ccc(N3CCN(c4ncccn4)CC3)nc2n1

assay / compound	49	50	51	52	53	54
sEH inh	2	.	6	-11	2	10
CYP2C19 inh	19	36	3	16	10	0
hDAT+cocaine	-0.26	0.39	0.07	-0.017	0.17	1.8
CYP2C19 activ	0.8	0.6	1	0.8	0.9	1
PostGolgi yeast	0	1	58*	-9	15	3
S1P2 antag	11	14	-5	-7	-3	1
S1P2 ag	-9	-8	5	-1	-4	1
sEH activator	-2	.	-6	9	-1	-9
PostGolgi ctrl	-9	21	87*	-9	2	1

Rewritten bar-delimited: part of the list above
No. | SMILES | sEH inh | CYP2C19 inh | hDAT+cocaine | CYP2C19 activ | PostGolgi yeast | S1P2 antag | S1P2 ag | sEH activator | PostGolgi ctrl
51 | COc1ccc2c(c1)c1nnc(SC)nc1n2C | 6 | 3 | 0.07 | 1 | 58* | -5 | 5 | -6 | 87*
52 | CC(OC(=O)CCCc1nc2ccccc2s1)C(N)=O (centres undefined) | -11 | 16 | -0.017 | 0.8 | -9 | -7 | -1 | 9 | -9
53 | Cc1ccc(-c2nnc3c(C(F)(F)F)nc4ccccc4n23)cc1 | 2 | 10 | 0.17 | 0.9 | 15 | -3 | -4 | -1 | 2

Further compounds:
#55 O=C(CSC1=Nc2ccccc2C2=NC(c3ccccc3)C(=O)N12)NCC1CCCO1 (centres undefined)
#56 CSc1cccc(-n2cc(-c3ccc4c(c3)OCO4)[nH]c2=O)c1
#57 O=S(=O)(Nc1nc2ccccc2[nH]1)c1ccc(Cl)cc1
#58 CC(OC(=O)c1ccco1)C(=O)NC1CCCCC1 (centres undefined)
#59 COc1ccc(-n2c(C(C)n3nc(C)c([N+](=O)[O-])c3C)n[nH]c2=S)cc1 (centres undefined)
#60 CNC(=O)c1sccc1S(=O)(=O)Cc1c(Cl)cccc1Cl
#61 Cc1ccc(-n2[nH]c(=O)c3cccnc32)cc1
#62 C=CCN1/C(=C(\C#N)C2=NS(=O)(=O)c3ccccc32)N(C)c2ccccc21
#63 O=c1ccn(-c2cccc(C(F)(F)F)c2)nc1-c1ccn(-c2ccccc2)n1

assay / compound	55	56	57	58	59	60	61	62	63
sEH inh	-2	.	-2	10	-5	-6	-2	1	-8
CYP2C19 inh	29	33	58*	17	.	87*	33	55*	36
hDAT+cocaine	0.26	0.74	-0.44	0.073	-1.1	-0.82	0.033	0.033	0.46
CYP2C19 activ	0.7	0.7	0.4	0.8	.	0.1	0.7	0.5	0.6
PostGolgi yeast	-3	-2	5	2	.	-5	8	-10	11
S1P2 antag	-16	12	4	16	6	8	18	3	-27
S1P2 ag	-4	-11	-7	-8	0	-7	-7	-6	25*
sEH activator	3	.	1	-9	11	3	5	0	10
PostGolgi ctrl	1	4	2	1	.	23	-4	-2	18
